# Screening results: PubChem, Broad Institute
# RAD52 inh = inhibitors of human RAD52 DNA annealing. recombinant RAD52 DNA annealing, FRET fluorescence. inhibition, % at 18.7 µM. hit rate 0.46% among 360,000. AID 651710;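 active = every replicate showing at least 50% inhibition; inconclusive = mean inhibition at least 50% but not in every replicate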
# Target sequence (P43351 whole entry, looked up): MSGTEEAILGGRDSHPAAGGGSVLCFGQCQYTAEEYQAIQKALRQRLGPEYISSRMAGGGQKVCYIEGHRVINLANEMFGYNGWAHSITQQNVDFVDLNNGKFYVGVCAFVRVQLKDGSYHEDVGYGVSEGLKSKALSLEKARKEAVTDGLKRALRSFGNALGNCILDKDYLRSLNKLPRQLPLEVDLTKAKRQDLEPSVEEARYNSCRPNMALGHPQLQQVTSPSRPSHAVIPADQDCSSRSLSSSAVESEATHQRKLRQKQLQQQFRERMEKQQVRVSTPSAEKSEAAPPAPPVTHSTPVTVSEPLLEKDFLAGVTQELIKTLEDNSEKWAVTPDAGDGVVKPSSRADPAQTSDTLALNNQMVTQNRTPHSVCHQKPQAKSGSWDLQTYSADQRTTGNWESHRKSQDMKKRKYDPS
# RAD54 branch = blocks human RAD54 Holliday junction branch migration; FAM/BHQ fluorescence; inhibition, % at 10.4 µM; hit rate 0.14% among 360,000; Q92698;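 active = mean normalized replicate activity at least 40 and at least half of replicates scoring 40 or more; inconclusive = only one of the two criteria met; inactive = mean below 40 and under half of replicates reaching 40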;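 note: 0% = median of neutral control wells and 100% = median of positive control wells; inhibitors cause a drop in the FAM fluorescence signal; in these data hits start at about 50%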
# esBAF inh = blocks esBAF chromatin remodeling in mouse ES cells | Bmi1-luciferase knock-in reporter, 24 h; 100% = twice the neutral-well signal | reporter increase, % at 12.5 µM | hit rate 2% among 350,000; in the data active = activation above about 40%; inconclusive = no clear call, values can overlap the other calls;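 note: 0% = median of the plate's neutral control wells and 100% = double that signal; a rise in the Bmi1 reporter signal indicates esBAF inhibition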
# E-selectin induc = E-selectin induction on HUVECs; AID 686992; P16581; activation, % at 7.58 µM; HUVEC E-selectin immunofluorescence imaging; normalized: neutral wells 0, TNF-alpha wells 100; hit rate 0.37% among 260,000;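 active = mean E-selectin-positive cell signal at least 10% of the positive control, reached in at least 60% of replicates, without over 20% cell loss; inconclusive = no rule given, readout overlaps actives, possibly toxicity-flagged; inactive = the rest, including those meeting only one limit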;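 note: in these data hits start at about 27%; measured in HUVEC primary endothelial cells; signal is the percent of cells scored E-selectin positive by PE staining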
#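 Test system: HUVEC | Signal: Immunofluorescence imaging | Read-out: Percent E-selectin-positive cells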
# S100A4 inh HTS = S100A4-myosin IIA interaction inhibition; P26447; S100A4/TAMRA-MyoIIA peptide fluorescence polarization; inhibition, % at 10.7 µM; hit rate 0.14% among 360,000; AID 652163;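 active = mean inhibition of at least 70% across replicates, with every replicate also reaching that level; inconclusive = mean inhibition reaches 70% but some replicates fall short; inactive = mean inhibition below 70%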
# Target sequence (P26447 whole entry, looked up): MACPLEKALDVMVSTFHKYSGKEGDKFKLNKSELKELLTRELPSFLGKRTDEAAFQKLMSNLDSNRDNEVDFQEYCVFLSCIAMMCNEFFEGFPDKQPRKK
#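 Material: S100A4 monomer (human). Medium: Calcium-containing HEPES buffer, pH 7.2. Probe or stimulus: labelled myosin peptide probe, 5 nM. Compound dosing: one concentration per compound. Timing: polarization read 5 min after assay mix addition, stable 5–60 min. Benchmarks: DMSO as neutral control, TFP as positive control.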
# ERAP1 HTS inh = inhibitors of human ERAP1 aminopeptidase; inhibition, % at 10.7 µM; recombinant ERAP1, Leu-AMC fluorescence, 60 min; hit rate 0.15% among 340,000; Q9NZ08; AID 652197;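 active = mean replicate inhibition of at least 30%, or all replicates individually reaching that 30% level; inactive = mean below 30% and not every replicate reaching it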;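 note: 0% = neutral control wells and 100% = L-leucinethiol positive control wells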
# ERp5 block = ERp5 (human) disulfide isomerase inhibition | Q15084 | ERp5 insulin aggregation, absorbance 650 nm, 90 min | inhibition, % at 9.99 µM | hit rate 0.05% among 350,000 | AID 651711;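 active = mean replicate inhibition above about 25%, with every replicate also reaching it, limit read from the data, passing the limit was not always enough; inconclusive = only one of those two criteria met; inactive = neither criterion met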
# Target sequence (Q15084 whole entry, looked up): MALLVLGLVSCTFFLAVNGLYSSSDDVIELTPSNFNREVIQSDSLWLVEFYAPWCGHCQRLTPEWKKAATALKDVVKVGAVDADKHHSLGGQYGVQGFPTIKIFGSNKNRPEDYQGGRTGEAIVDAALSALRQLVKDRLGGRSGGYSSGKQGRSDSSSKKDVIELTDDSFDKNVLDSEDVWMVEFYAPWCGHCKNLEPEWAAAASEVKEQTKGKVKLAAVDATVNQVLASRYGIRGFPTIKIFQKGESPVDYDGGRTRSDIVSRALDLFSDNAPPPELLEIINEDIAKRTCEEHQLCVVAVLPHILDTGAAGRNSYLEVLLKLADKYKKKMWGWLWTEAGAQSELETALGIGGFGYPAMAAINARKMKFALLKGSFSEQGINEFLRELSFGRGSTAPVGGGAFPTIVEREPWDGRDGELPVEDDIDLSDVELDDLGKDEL
# XiGFP reactiv = reactivates the inactive X chromosome in mouse fibroblasts | hit rate 0.055% among 360,000 | AID 743238 | activation, % at 7.58 µM | XiGFP mouse fibroblasts, % GFP-positive cells imaging, 3 d; cells co-treated with 5-aza-dC sensitizer; scaled so ellipticine positive control = 100%;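 active = mean normalized replicate activation at least 10% and every replicate at or above 10%; inconclusive = only one of the two criteria met; inactive = mean below 10% and not all replicates reach 10%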;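 note: 0% = median of on-plate neutral control wells and 100% = ellipticine 6 µM median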
#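 System: XiGFP fibroblasts, SV40-immortalized. Medium: DMEM plus 5-aza-dC sensitizer. Doses: single point. Timing: 3 d treatment, 15 min room-temperature fixation. Control set: ellipticine 6 µM.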
# * marks the source's active call; other numbers are inactive results; ? = inconclusive; . = not tested or not shown; & = joins results of further samples.
SMILES,RAD52 inh,RAD54 branch,esBAF inh,E-selectin induc,S100A4 inh HTS,ERAP1 HTS inh,ERp5 block,XiGFP reactiv
Cc1cccc(N=N/C(=C\O)C(=O)c2ccc(Br)cc2)c1,-23,.,.,.,4,5,0,0.0
O=C(Nc1ccc(F)cc1)N1CCCCN2[C@H](CO)[C@@H](c3ccc(-c4ccccc4F)cc3)[C@H]2C1,53*,8,.,.,8,0,-6,.
C[C@H]1CN([C@@H](C)CO)C(=O)c2c(c3ccccc3n2C)-c2ccccc2CO[C@@H]1CN(C)Cc1ccc2c(c1)OCCN2C,26,.,.,-0.6,3,-1,10,-1.3
CCOC(=O)CSc1ccc2nnc(-c3cccnc3)n2n1,-8,15,-3,0.0,-7,2,-3,0.3
COc1cccc(CN2CCC2(C)C(=O)Nc2cccc(Oc3ccccc3)c2)c1F (configuration not stated),-7,0,-15,2.1,-5,-1,-2,-0.1
O=C(c1ccc(F)cc1)N1CC(=O)N2[C@H](CO)[C@@H](c3ccc(C#Cc4ccc(F)cc4)cc3)[C@@H]2C1,-16,.,.,12,1,1,3,0.0
Cc1ccc(-n2ncc(C(=O)Nc3cc(Cl)cc(Cl)c3)c2C2CCNCC2)cc1C,31,5,-56,0.9,24,-3,-4,0.2
C[C@H]1CN([C@@H](C)CO)C(=O)c2cc(-c3ccccc3)cnc2O[C@H]1CN(C)C(=O)Nc1ccccc1,.,-2,-8,-3.8,.,.,.,-0.6
O=C(COC(=O)/C=C/c1cccc(F)c1)NCc1ccc2c(c1)OCO2,-6,3,0,-1.1,-1,-3,3,0.0
COc1ccc(NC(=O)n2nc(OC(=O)c3cccs3)cc2N)cc1,-50,-2,?,-0.2,2,.,0,0.0
COc1ccc(S(=O)(=O)Nc2ccc3c(c2)C(=O)N([C@@H](C)CO)C[C@H](C)[C@@H](CN(C)Cc2ccccc2)OCCCC[C@@H](C)O3)cc1,.,9,7,-0.3,.,.,.,0.2
COc1cccc(C(=O)Nc2cc(Cl)c(O)c(Cl)c2)c1,-10,.,14,0.0,11,-3,3,0.0
Cc1ccc(S(=O)(=O)N2CCCC2C(=O)Nc2ccc(O)cc2)cc1 (configuration not stated),3,9,-1,-0.1,4,.,1,0.3
CC(Sc1nnnn1-c1ccc(O)cc1)c1nc2ccccc2c(=O)[nH]1 (configuration not stated),-5,6,.,-0.2,2,.,5,.
O=C(Cn1nnc(-c2ccccc2)n1)N/N=C/c1cc([N+](=O)[O-])ccc1O,-23,3,.,.,8,2,6,0.0
Cc1cc(C(=O)N2CCCC(N3CCN(c4cccc(Cl)c4)CC3)C2)n(C)n1 (configuration not stated),-10,-15,-1,-0.2,4,-5,-16,-0.1
C[C@H](CO)N1C[C@H](C)[C@@H](CN(C)Cc2cccc(C(F)(F)F)c2)OCc2cn(nn2)CCCC1=O,3,16,-1,0.4,17,0,-4,0.3
Cc1csc(NC(=O)C(Cc2ccccc2)n2cccc2)n1 (configuration not stated),-159,1,23,0.3,-4,.,-3,0.0
Cc1cc(C)cc(N2CC(C)Cn3c2nc2c3c(=O)[nH]c(=O)n2C)c1 (configuration not stated),1,-3,-4,0.0,2,-2,1,-0.1
COc1ccc(NC(=O)Nc2ccc3c(c2)C(=O)N([C@H](C)CO)C[C@H](C)[C@@H](CN(C)Cc2ccccc2)O3)cc1,3,-2,0,0.0,-4,1,11,0.0

# Reprinted from the part before: two compounds, followed by the next part.
SMILES,RAD52 inh,RAD54 branch,esBAF inh,E-selectin induc,S100A4 inh HTS,ERAP1 HTS inh,ERp5 block,XiGFP reactiv
Cc1cc(C)cc(N2CC(C)Cn3c2nc2c3c(=O)[nH]c(=O)n2C)c1 (configuration not stated),1,-3,-4,0.0,2,-2,1,-0.1
COc1ccc(NC(=O)Nc2ccc3c(c2)C(=O)N([C@H](C)CO)C[C@H](C)[C@@H](CN(C)Cc2ccccc2)O3)cc1,3,-2,0,0.0,-4,1,11,0.0
CC(C)Oc1cccc(NC(=O)c2cnccc2C(F)(F)F)c1,-12,6,-3,.,0,.,1,0.4
Cc1c(OC(C(=O)O)c2ccccc2)ccc2c1oc(=O)c1ccccc12 (configuration not stated),-4,-11,0,.,1,0,-1,0.0
Cc1ccc(S(=O)(=O)N(C)C[C@@H]2Oc3ccc(NC(=O)CCCN(C)C)cc3C(=O)N([C@@H](C)CO)C[C@H]2C)cc1,-3,-7,-4,-11,55,-14,-2,-1.2
CC=Cc1ccc2n(c1=O)C[C@@H]1[C@@H](CO)[C@H](C(=O)N[C@@H](C)c3ccccc3)[C@H]2N1Cc1ccncc1 (mixture of isomers),5,10,0,-0.1,59,1,-2,0.5
COc1ccc(Nc2nc(C)nc3c2nnn3Cc2ccccc2Cl)c(OC)c1,-37,2,-1,0.2,11,-2,-1,0.4
Cc1ccc(Cl)cc1NC(=O)Cn1cc(C(F)(F)F)cc(Cl)c1=O,-6,9,-9,.,-3,7,?,-0.1
Cc1cccc(NC(=O)CCCC(=O)OC(C)C(=O)c2ccccc2)c1 (configuration not stated),-3,-3,-4,-0.1,-1,-6,0,0.0
C[C@@H]1CN([C@@H](C)CO)C(=O)c2cc(NC(=O)C3CC3)ccc2O[C@@H]1CN(C)Cc1ccc(Oc2ccccc2)cc1,6,-9,0,.,6,4,2,0.1
COc1ccccc1N(CC(O)Cn1ccnc1C)S(=O)(=O)c1ccccc1 (configuration not stated),-2,8,5,.,0,-6,-5,0.0
O=C1N=c2ccccc2=C1c1[nH]c(=S)[nH]c1O,-9,15,-3,-2.1,-9,0,2,-0.1
NC(CCC(=O)O)C12CC3CC(CC(C3)C1)C2 (configuration not stated),-8,-7,-44,4.4,2,2,2,0.1
COc1ccc(NC(=O)N(C)C[C@@H]2Oc3ncc(C4=CCCC4)cc3C(=O)N([C@H](C)CO)C[C@H]2C)cc1,5,-6,0,0.3,6,1,-2,-1.0
CC(C)(C)c1ccc(C(=O)NCC(=O)OCC(=O)N2CCN(S(=O)(=O)c3ccc(Cl)cc3)CC2)cc1,0,-6,29,.,-2,-1,-1,0.0
C[C@@H]1CN([C@@H](C)CO)C(=O)c2cc(NC(=O)Cc3ccccc3)ccc2O[C@@H]1CN(C)C(=O)NC1CCCCC1,11,-1,-1,-8.7,13,1,0,-0.6
C[C@@H]1CN([C@H](C)CO)C(=O)c2cccc(NS(=O)(=O)c3cn(C)cn3)c2O[C@@H]1CN(C)S(=O)(=O)c1cn(C)cn1,-19,-5,4,0.0,-11,0,11,0.0
CN1CCN(C(=O)C[C@H]2CC[C@H]3[C@@H](COC[C@H](O)CN3Cc3cccc(-c4ccncc4)c3)O2)CC1,30,9,11,0.2,-4,0,-4,0.5
Cc1cccc(S(=O)(=O)N2[C@@H]3c4cccc(=O)n4C[C@H]2[C@H](CO)[C@H]3C(=O)N(C)C)c1,-60,2,1,-0.1,.,.,.,0.2
Cc1ccc(CCNS(=O)(=O)c2ccc3c(c2)NC(=O)CCS3)cc1,1,-11,3,-0.3,-2,3,-1,0.1
Cc1cccc(NC(=O)CN(C)S(=O)(=O)c2cnc[nH]2)c1C,-3,4,-14,0.4,-2,15,-1,0.1
COc1cccc(N(C(=O)c2sc(C)nc2C)C(C(=O)NCC2CCCO2)c2ccccc2)c1 (configuration not stated),-18,-3,-6,.,-14,-1,-1,0.0
CCc1nc2ccc(C(=O)Nc3ccc(NC(C)=O)cc3)cc2nc1CC,-12,9,6,-0.1,4,0,3,0.0
CN(C)c1ccc(N2CC(C)(C)C2=O)cc1,-12,.,9,.,-4,4,4,0.1
C[C@H]1CN([C@@H](C)CO)C(=O)c2cccc(NC(=O)C3CC3)c2O[C@H]1CN(C)Cc1ccc(-c2ccccc2)cc1,-9&-26,15&1,0&4,1.5&0.7,10&2,0&-1,-1&3,0.2&-0.1
CC(=O)N(C)C[C@H]1Oc2cc(-c3cncnc3)ccc2S(=O)(=O)N([C@@H](C)CO)C[C@@H]1C,6,5,1,-0.2,4,-1,-9,-1.1
Cc1cc(C)nc(SCc2ccc(C(=O)N/N=C3\CCCC(=O)C3)cc2)n1,-9,.,.,.,-6,-1,5,0.0
CCCN(Cc1cc2cc(C)ccc2[nH]c1=O)C(=O)c1cccc([N+](=O)[O-])c1,-11,10,-1,.,5,3,-1,0.1
Nc1nc2nccc(-c3cccnc3)n2n1,-10,5,-2,.,-12,0,-3,0.0
O=C(Nc1cccc(F)c1)N1CC(=O)N2[C@H](CO)[C@H](c3ccc(Br)cc3)[C@H]2C1,9,.,.,0.2,-4,1,2,0.1
Cn1cnnc1Sc1ccc(C(=O)NCCC(c2ccccc2)c2ccccc2)cc1[N+](=O)[O-],-7,6,.,-0.2,1,2,2,0.0
O=C(NCc1ccco1)c1ccc(CS(=O)(=O)Cc2ccc(Cl)cc2)o1,-15,-5,-7,.,3,4,-5,.
CO[C@H]1CN(C)C(=O)c2cc(NC(=O)c3ccc(F)cc3)ccc2OC[C@H](C)N(C(=O)CN(C)C)C[C@@H]1C,3,6,-1,-0.1,-1,2,-2,0.5
C[C@H](c1ccccc1)N1C[C@@H](COCc2ccccc2)Oc2cccc(Oc3ccc(F)cc3)c2S1(=O)=O,-6,.,.,0.0,-1,.,8,0.0
Cc1nc(-c2cc(-c3ccc(Cl)cc3)no2)cs1,-6,.,.,0.1,0,2,-1,0.0
Cc1c(C(=O)NCc2cccc(Cl)c2)sc(=O)n1Cc1ccc(C(=O)N(C)C)cc1,-19,-2,11,.,-2,.,1,0.1
O=C(C1=C(O)C(=O)N(CCc2ccccc2)C1c1ccncc1)c1cc2ccccc2o1 (configuration not stated),-15,.,.,.,-4,1,-5,0.0
CO[C@@H]1CN(C)C(=O)c2ccc(NS(C)(=O)=O)cc2OC[C@@H](C)N(Cc2ccccn2)C[C@@H]1C,.,5,-3,0.0,.,.,.,0.2
C[C@@H]1CN([C@H](C)CO)C(=O)c2cccc(NS(=O)(=O)c3ccc(F)cc3)c2O[C@H]1CN(C)Cc1ccc(C(=O)O)cc1,1,7,-4,-0.6,-25,5,-1,3.1
C[C@H](NC(=O)c1ccccc1Cl)C(=O)NCCc1ccc(S(N)(=O)=O)cc1,-30,2,5,0.3,-3,-4,4,0.3
Cc1cc([N+](=O)[O-])nn1Cc1ccc(F)cc1,-9,.,.,0.2,-41,0,-1,0.0
CCC(C)(C)C1CCc2[nH]nc(C(=O)NCC3CC3)c2C1 (configuration not stated),2,-4,27,-0.1,0,-2,3,-0.1
O=S(=O)(NCc1ccc(C(F)(F)F)cc1)c1ccc(-n2cnnn2)cc1,-8,15,-1,.,-1,0,-1,0.1
CN(C)C(=O)N1CCC(C(=O)NCc2cccs2)CC1,-8,-5,-2,.,2,1,2,.
Cc1nnc2n(-c3ccccc3)c(=O)c3ccccc3n12,-6,-7,4,2.2,-2,5,-3,0.0
OC[C@@H]1CN(CCN2CCOCC2)C[C@H](n2cnc3c(N4CCCC4)ncnc32)O1,-7,2,2,-0.1,-7,0,9,-0.1
CN1C(=O)N(CC(=O)N2CCN(c3ccccc3F)CC2)C(=O)C12CCCCC2,-5,-10,2,-0.1,0,1,-2,-0.6
